L3MBTL1 inh: inhibitors of human L3MBTL1; Q9Y468; AID 485360; hit rate 0.66% among 230,000; Potency, µM (top dose mostly 57.1 µM), for the others: top-dose activity, negative = inhibition, hits mostly inhibitors; AlphaScreen L3MBTL1–H3K9me1 peptide binding; note: nearly all actives have a fitted effect of over 60% in size
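AlphaScreen assay: L3MBTL1 (50 nM final) was preincubated 30 min at room temperature with biotinylated H3(1-15)K9me1 peptide (75 nM final), then 30 min with library compounds; streptavidin donor and nickel chelate acceptor beads (10 ug/mL final) added, 30 min dark.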
RECQ1 helicase: inhibitors of human RECQ1 DNA helicase. AID 2549. P46063. RECQ1 DNA unwinding, red fluorescence kinetic read. hit rate 0.54% among 240,000. Potency, µM (highest dose often 57.3 µM), for inactives: at the highest dose activity, negative = inhibition, usual class: inhibitors;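 note: plate controls were vehicle for no effect and no enzyme for full effect; nearly all actives have a fitted effect of over 30% in size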
Target sequence (P46063 whole entry, looked up): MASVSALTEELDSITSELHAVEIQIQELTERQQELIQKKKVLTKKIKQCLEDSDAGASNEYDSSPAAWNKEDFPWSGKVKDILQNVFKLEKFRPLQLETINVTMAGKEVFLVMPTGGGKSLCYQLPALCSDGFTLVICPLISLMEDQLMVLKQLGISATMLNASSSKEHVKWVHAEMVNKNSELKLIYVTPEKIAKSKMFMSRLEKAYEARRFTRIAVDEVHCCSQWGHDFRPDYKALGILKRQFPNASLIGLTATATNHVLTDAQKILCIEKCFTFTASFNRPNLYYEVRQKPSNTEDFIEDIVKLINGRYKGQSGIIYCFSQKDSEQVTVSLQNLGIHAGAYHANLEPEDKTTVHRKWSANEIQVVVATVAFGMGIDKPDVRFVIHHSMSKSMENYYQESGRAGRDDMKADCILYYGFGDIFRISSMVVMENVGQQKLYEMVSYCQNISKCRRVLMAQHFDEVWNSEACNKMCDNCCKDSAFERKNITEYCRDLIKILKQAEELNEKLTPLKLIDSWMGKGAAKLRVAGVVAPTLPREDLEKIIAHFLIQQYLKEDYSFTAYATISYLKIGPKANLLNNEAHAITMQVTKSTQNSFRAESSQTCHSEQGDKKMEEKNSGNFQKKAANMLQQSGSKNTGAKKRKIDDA
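50 nM RECQ1T1 preincubated 15 min with compound in Tris pH 8.0 buffer with MgCl2, DTT, Tween-20 and 2.5 ug/ml poly(dI-dC); started with 200 nM TAMRA/BHQ-2 forked duplex and 2 mM ATP. Unwinding read as fluorescence (525/598 nm), two reads 2 h apart.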
GAA glycogen mod: GAA glycogen-cleavage inhibition or activation. recombinant GAA, glycogen substrate, Amplex Red glucose oxidase fluorescence. Potency, µM (titrated, usually from 76.4 µM), for the others: top-dose activity change, negative = inhibition, hits mostly inhibitors. hit rate 0.38% among 300,000. AID 2100;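 note: 0% = full enzyme reaction and -100% = no-enzyme basal signal; the screen sought inhibitors and activators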
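Recombinant human enzyme (4 nM); glycogen substrate; 37 C, 40 min, pH 5.0. Readout: coupled glucose oxidase/Amplex Red fluorescence.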
aGlu spleen mod: inhibitors or activators of human alpha-glucosidase in spleen homogenate; P10253; human spleen homogenate, 4-MU-alpha-glucoside fluorescence; Potency, µM (titrated, usually from 79.9 µM), for the others: at the top dose activity change, negative = inhibition, most hits filed as inhibitors; hit rate 0.006% among 240,000;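 note: 0% = enzyme with vehicle and -100% = no enzyme basal signal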
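Compounds were titrated against alpha-glucosidase in spleen homogenate at pH 5.0, with 1 mM 4-methylumbelliferyl substrate for 40 min at 37 C. Reactions were quenched with pH 10 NaOH/glycine and fluorescence measured.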
TR SRC2 fluor cs: alters Texas Red total fluorescence, flagging assay interference | TRb/SRC2 Texas Red total fluorescence interference | Potency, µM (highest dose often 106 µM), for the others: top-dose fluorescence change, negative = quenching | hit rate 0.29% among 280,000 | AID 1479; active = well fitted curve in either direction with a large enough effect; inconclusive = small, poorly fitted or top-dose-only effect
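Human TRβ ligand-binding domain (0.6 uM) and Texas Red SRC2 peptide (20 nM) in Tris buffer with 1 uM T3 and 5% DMSO were incubated with pinned compound for 5 hr at ambient temperature. Total fluorescence was computed as S + 2P (555/632 nm).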
TRb SRC2 PPI: TRbeta-SRC2 interaction inhibition | P10828 | TRbeta-SRC2 peptide binding, fluorescence polarization; receptor liganded with 1 µM T3 | Potency, µM (doses to about 106 µM), for inactives: at the top dose activity change, negative = inhibition, most hits filed as inhibitors | hit rate 0.065% among 280,000;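 note: plate controls were bound peptide for no effect and peptide without receptor for full effect; nearly all actives have a fitted effect of over 50% in size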
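TRb LBD 0.6 uM + Texas Red SRC2 peptide 20 nM, 1 uM T3, Tris buffer w/ 5% DMSO; compound pinned, 5 h RT; FP read ex 555/em 632; normalized to unbound and bound controls.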
GAA inhib: blocks human lysosomal alpha-glucosidase. P10253. purified human GAA, 4-MU-alpha-glucoside fluorescence. Potency, µM (top dose mostly 76.9 µM), for the others: top-dose activity change, negative = inhibition, actives largely listed as inhibitors. hit rate 0.005% among 200,000. AID 1466;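 note: plate controls were uninhibited enzyme wells for no effect and no-enzyme background for full effect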
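qHTS format, compound range up to 77 uM. Human lysosomal enzyme at 4 nM, 400 uM 4-MU glucoside substrate, pH 5.0, 20 min room temperature; fluorescence after alkaline stop gives activity normalized to controls.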
RGS12 GoLoco inh: RGS12 GoLoco-Gai1 interaction inhibition. Gai1:RGS12 GoLoco peptide FP, rhodamine, 10 min. AID 880. Potency, µM (doses to about 61.6 µM), without a hit: at the top dose activity, negative = inhibition, hits mostly inhibitors. P63096. hit rate 0.44% among 230,000; active = well fitted inhibition curve with a large enough effect, not every such curve was filed as active; inactive = no such curve, though single readings can be large or run the other way; note: nearly all actives have a fitted effect of over 30% in size; many of its hits are not listed in these tables
Target sequence (P63096 whole entry, looked up): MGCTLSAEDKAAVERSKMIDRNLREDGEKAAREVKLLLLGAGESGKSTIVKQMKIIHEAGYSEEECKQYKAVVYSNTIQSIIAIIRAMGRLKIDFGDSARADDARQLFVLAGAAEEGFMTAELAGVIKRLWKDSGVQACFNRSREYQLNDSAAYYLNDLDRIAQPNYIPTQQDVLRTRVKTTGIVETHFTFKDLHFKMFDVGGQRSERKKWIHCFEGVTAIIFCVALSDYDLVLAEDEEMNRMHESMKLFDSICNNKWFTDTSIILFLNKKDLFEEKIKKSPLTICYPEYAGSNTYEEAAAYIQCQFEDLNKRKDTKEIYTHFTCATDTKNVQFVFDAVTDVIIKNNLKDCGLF
Starred values were filed as active, the others as inactive; i = inactive; ? = inconclusive; · = no result given; & = joins results of further samples; [ ] = another dose, or the depositor's remark. Unless noted, calls come from the whole dose curve; as a rule, active = well fitted curve in the direction sought with a large enough effect; inconclusive = small, poorly fitted or top-dose-only effect, or another doubt; inactive = no such curve, though single readings can be large; an effect the other way counts as inactive or inconclusive. Unless noted, % is set by controls: 0 for no effect and ±100 for the full control effect; potency is the fitted concentration of half-maximal effect.

1	CC(NC(=O)COc1ccccc1F)C1CC2CCC1C2 (centres undefined)
2	Cc1ccc(Cn2cc(/C=N/Nc3ccc([N+](=O)[O-])cn3)c3ccccc32)cc1
3	COc1cc(NC(=O)C23CC4CC(C2)CC(n2cnc([N+](=O)[O-])n2)(C4)C3)cc(OC)c1
4	CC(C)(C)C(=O)/C=c1\[nH]c(=O)/c(=C\c2ccccc2F)s1
5	Cc1ccc(S(=O)(=O)N2CCOCC2)cc1NC(=O)CSc1ccccn1
6	CC(=O)Nc1nc2ccc(C(=O)NCCOC(=O)C3CCCCC3)cc2s1
7	COCCNC(=O)COC(=O)/C=C/c1c(C)nn(Cc2ccc(Cl)cc2Cl)c1Cl
8	CC1CC(C)(C)NC(=S)N1CCCC(=O)NCc1ccccc1 (centres undefined)
9	O=S(=O)(NC1c2cccc3cccc(c23)C1N1CCNCC1)c1ccc(Cl)cc1 (centres undefined)
10	Nc1nc(SCc2ccccc2Cl)[nH]c(=O)c1-c1ccccc1
compound no.	1	2	3	4	5	6	7	8	9	10
L3MBTL1 inh	24%	-2%	-8%	?	-3%	6%	4%	-8%	-3%	2%
RECQ1 helicase	-12%	-1%	-2%	29%	-11%	-4%	-9%	-10%	-5%	0%
GAA glycogen mod	5%	-10%	0%	5%	2%	-1%	-2%	-12%	7%	2%
aGlu spleen mod	2%	0%	-4%	12%	0%	2%	-1%	2%	-8%	-19%
TR SRC2 fluor cs	-4%	-3%	2%	-2%	-3%	0%	-5%	-4%	-3%	2%
TRb SRC2 PPI	-4%	1%	-6%	-7%	-5%	-12%	-1%	-5%	0%	-9%
GAA inhib	0%	4%	-18%	-10%	4%	11%	5%	2%	8%	-7%
RGS12 GoLoco inh	2%	44%[activator]	-3%	2%	1%	9%	·	8%	15%	-4%

11	NC(=S)Nc1ccc(Cl)c(Cl)c1
12	CN(C)S(=O)(=O)c1ccc(NC(=O)C2COc3ccccc3O2)cc1 (centres undefined)
13	COc1ccc(C(=O)/C=C/Sc2nc3ccccc3o2)cc1
14	Cc1ccc(NC(=O)CC2=NC(=O)C(CC(=O)Nc3ccccc3F)S2)cc1 (centres undefined)
15	COC(=O)c1ccc(C(NC(=O)OCc2ccccc2)/C(F)=C/[C@@H](C)C(=O)NC2CCCCC2)cc1 (some centres undefined)
16	O=C(c1cccc(N2C(=O)C3C4C=CC(C4)C3C2=O)c1)N1CCCCCC1 (centres undefined)
17	CCOC(=O)c1cc2c(=O)n3ccccc3nc2n(CCOC)c1=NC(=O)C(C)(C)C
18	COc1ccc(OCCNC(=S)Nc2cccc3ccccc23)cc1
19	C#CC[N+](C)(C)CCN1C(=O)C2C(c3ccccc3)C=CC(c3ccccc3)C2C1=O (centres undefined)
20	CN(c1ccccc1)C(c1ccc(F)cc1)c1nnnn1C1CCCC1 (centres undefined)
compound no.	11	12	13	14	15	16	17	18	19	20
L3MBTL1 inh	·	-11%	-3%	6%	·	·	-4%	-19%	·	13%
RECQ1 helicase	-14%	10%	-5%	25%	-3%	i	-2%	-4%	-11%	-13%
GAA glycogen mod	-17%	2%	-5%	8%	·	-15%	6%	-13%	6%	2%
aGlu spleen mod	-2%	-5%	1%	-4%	-1%	-2%	?	-22%	0%	-1%
TR SRC2 fluor cs	-2%	-7%	-4%	-1%	-2%	-1%	-1%	-1%	-11%	1%
TRb SRC2 PPI	-4%	0%	-4%	6%	0%	-4%	7%	-6%	-4%	-5%
GAA inhib	·	4%	·	?	·	3%	?	7%	-3%	-4%
RGS12 GoLoco inh	24%	-5%	2%	10%	4%	10%	9%	5%	3%	5%

21	COc1ccc(C2CC(c3ccccc3)Oc3cc4c(cc32)OCO4)cc1 (centres undefined)
22	Oc1ccc(-c2nc3ccccn3c2NCc2ccc3c(c2)OCO3)cc1
23	Cc1ccc(C=Nc2ccccc2C#N)s1
24	Nc1cc(C(=O)O)ccc1Nc1ccccc1
25	CNC(=O)NC(=O)C(OC(=O)c1cccc(S(=O)(=O)N2CCCCC2)c1)c1ccccc1 (centres undefined)
26	COc1ccc(-c2oc(/N=C/N3CCOCC3)c(C#N)c2-c2ccc(OC)cc2)cc1
27	Nc1nc(SCC(=O)NN(c2ccccc2)c2ccccc2)n[nH]1
28	CC(C)CC(C(=O)NC1CCCCC1)N(Cc1cccs1)C(=O)c1snc(C(N)=O)c1N (centres undefined)
29	COc1ccc(C)cc1NC(=O)CSc1nnc(-c2ccc(Br)cc2)o1
30	CS(=O)(=O)N(CC(O)Cn1c2ccccc2c2ccccc21)c1cccc2ccccc12 (centres undefined)
compound no.	21	22	23	24	25	26	27	28	29	30
L3MBTL1 inh	·	-7%	-6%	3%[11.4 µM]	-15%	-2%	4%	8%	-7%	·
RECQ1 helicase	-13%	0%	-8%	-24%	1%	-16%	6%	-20%	10%	-23%
GAA glycogen mod	·	35µM*	8%	12µM*	17%	-5%	0%	-1%	-29%	-7%
aGlu spleen mod	-10%&4%	-23%	-4%	3%	-10%	5%	5%	-1%	-18%	6%
TR SRC2 fluor cs	0%&-2%	-3%	-2%	?	-1%	-2%	-1%	-1%	1%	0%
TRb SRC2 PPI	2%&-3%	5%	1%	?	6%	-1%	5%	2%	-1%	-4%
GAA inhib	·	9%	-2%	?	0%	0%	7%	-7%	0%	-5%
RGS12 GoLoco inh	·	32%[activator]	-2%	76%[activator]	-17%	-3%	-7%	151%[activator]	15%	-3%

31	C=CCn1c(SCC(=O)c2[nH]c(C)c(C(C)=O)c2C)nnc1-c1ccncc1
32	COC(=O)c1ccc(C)c(NC(=O)CN(c2cc(OC)ccc2OC)S(C)(=O)=O)c1
33	COc1cccc(Nc2ncccc2C(=O)Nc2ccccc2)c1
34	O=[N+]([O-])c1cc(/C=N/n2c(-c3ccncc3)n[nH]c2=S)ccc1Cl
35	Cc1cccc(N2CCN(S(C)(=O)=O)CC2)c1C
36	Cc1c(C(=O)OCC(=O)N(C)c2ccccc2)cccc1[N+](=O)[O-]
37	COC(=O)C1=C(Nc2ccc(C)cc2)C=C(C)C(C(=O)OC)C1c1cccc(OC)c1 (centres undefined)
38	Cc1ccc(C(=O)Nc2nccs2)cc1
39	COc1cccc2c(=O)c(C/C=C(/C)Cl)c(C)[nH]c12
40	c1coc(CN2CN=C(Nc3nc4ccccc4s3)NC2)c1
41	O=C(CN1CCCCC1)Nc1ccc(S(=O)(=O)N2CCOCC2)cc1
42	CC(C)CCOP(=O)(c1ccc(N(C)C)cc1)C(Nc1ccccc1)c1ccc(N(C)C)cc1 (centres undefined)
43	CCOC(=O)N1CCC(=NNC(=O)Cn2ccc(C(F)(F)F)n2)CC1
compound no.	31	32	33	34	35	36	37	38	39	40	41	42	43
L3MBTL1 inh	·	0%	-10%	-28%	6%	-3%	21%	8%	-1%	0%	·	-2%	12%
RECQ1 helicase	-16%	-5%	-10%	4.5µM*	-5%	-4%	-1%	i	-14%	-7%	-4%	15%	-1%
GAA glycogen mod	3%	3%	-11%	15%	8%	0%	-7%	7%	1%	4%	-4%	1%	4%
aGlu spleen mod	-4%	0%	-1%	5%	0%	-1%	5%	3%	-3%	-2%	-3%	-3%	-2%
TR SRC2 fluor cs	-3%	-2%	1%	-6%	-2%	-5%	-1%	-3%	-2%	-4%	0%	1%	2%
TRb SRC2 PPI	-11%	-10%	11%	2%	-6%	-4%	-14%	7%	-3%	-14%	13%	-2%	-5%
GAA inhib	-3%	-5%	-13%	-3%	5%	5%	?	7%	-7%[15.4 µM]	-1%	1%	-4%	-9%
RGS12 GoLoco inh	-2%	4%	4%	6%	·	3%	-4%	3%	3%	5%	0%	13%	-8%

Whole records, quoted from the list. Values in the order: L3MBTL1 inh | RECQ1 helicase | GAA glycogen mod | aGlu spleen mod | TR SRC2 fluor cs | TRb SRC2 PPI | GAA inhib | RGS12 GoLoco inh
Listed for COc1cccc2c(=O)c(C/C=C(/C)Cl)c(C)[nH]c12 = -1% | -14% | 1% | -3% | -2% | -3% | -7%[15.4 µM] | 3%
Listed for Cc1ccc(C(=O)Nc2nccs2)cc1 = 8% | i | 7% | 3% | -3% | 7% | 7% | 3%
Listed for Cc1c(C(=O)OCC(=O)N(C)c2ccccc2)cccc1[N+](=O)[O-] = -3% | -4% | 0% | -1% | -5% | -4% | 5% | 3%

3 entries out of the list, sorted by length of the SMILES, ascending:
8	CC1CC(C)(C)NC(=S)N1CCCC(=O)NCc1ccccc1 (centres undefined)
41	O=C(CN1CCCCC1)Nc1ccc(S(=O)(=O)N2CCOCC2)cc1
31	C=CCn1c(SCC(=O)c2[nH]c(C)c(C(C)=O)c2C)nnc1-c1ccncc1
compound no.	8	41	31
L3MBTL1 inh	-8%	·	·
RECQ1 helicase	-10%	-4%	-16%
GAA glycogen mod	-12%	-4%	3%
aGlu spleen mod	2%	-3%	-4%
TR SRC2 fluor cs	-4%	0%	-3%
TRb SRC2 PPI	-5%	13%	-11%
GAA inhib	2%	1%	-3%
RGS12 GoLoco inh	8%	0%	-2%

Some of the compounds tested (hit frequency here may not be typical).
